# A549 viability = kills or reduces viability of A549 cells in Nrf2 counter-screen | AID 504648 | Potency, µM (titrated, usually from 46 µM), for the others: top-dose activity change, negative = cytotoxicity, hits mostly inhibitors | A549 ARE-Fluc cells, CellTiter-Fluor viability, 18-24 h | 0.16% of 390,000 active; further: potency means the concentration at half of the fitted maximal effect; on the % scale 0 is the no-effect control and ±100 the full control effect
#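 Cytotoxicity counterscreen: CellTiter-Fluor fluorescence was measured in A549 ARE_Fluc cells after 18-24 h of compound exposure in a concentration series. The subsequent BugLite luminescent read reports ARE-luciferase activity.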
# ATXN viability = viability counter-screen for ATXN expression inhibitors. Potency, µM (doses to about 56.7 µM), actives largely listed as cytotoxic. 0.49% of 400,000 active. S2 cells (HEK-293 line with an ATXN2-luciferase reporter) viability, CellTiter-Fluor protease fluorescence, 24 h. AID 651635; further: potency means the concentration at half of the fitted maximal effect; nearly all actives have a fitted effect of over 40% in size
# IL2 activator = IL-2 activation; 0.065% of 360,000 active; activation, % (series mostly up to about 46 µM); IL-2 activation reporter assay, cell-based qHTS; stimulated with anti-CD3/CD4/CD28 beads; in transgenic mouse T cells; AID 652025; in the data active means activation above about 50%; inconclusive means mostly about 30% to 49%; further: 0% is about no effect
#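 Unstimulated transgenic mouse T cells, 750 per well, received compound and, after 60 minutes, anti-CD3/anti-CD4 bead plus anti-CD28 stimulation. EGFP and DsRed were quantified after 18 hours.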
# Nrf2 block = blocks Nrf2 signaling. A549 ARE-Fluc reporter, luciferase luminescence, 18-24 h. 2.1% of 360,000 active. Potency, µM (doses to about 46 µM), for inactives: at the highest dose activity change, negative = inhibition, hits mostly inhibitors. AID 504444; further: potency means the concentration at half of the fitted maximal effect; on the % scale 0 is the no-effect control and ±100 the full control effect; nearly all actives have a fitted effect of over 60% in size
#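 Concentration-response testing used A549 ARE_Fluc cells at 5000 cells/well. Following an 18-24 h compound incubation, viability was read by fluorescence (Ex 405/Em 525) and luciferase output by luminescence.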
# EPAC2 agonist = activates human EPAC2 exchange factor; 0.079% of 360,000 active; AID 720711; EPAC2 activation, biochemical qHTS; response scale: 100% = 6.5 mM cAMP response; Potency, µM (series often up to 154 µM), for the others: top-dose activation, actives largely listed as activators; further: potency means the concentration at half of the fitted maximal effect; nearly all actives have a fitted effect of over 50% in size
# Target sequence (Q8WZA2 whole entry, looked up): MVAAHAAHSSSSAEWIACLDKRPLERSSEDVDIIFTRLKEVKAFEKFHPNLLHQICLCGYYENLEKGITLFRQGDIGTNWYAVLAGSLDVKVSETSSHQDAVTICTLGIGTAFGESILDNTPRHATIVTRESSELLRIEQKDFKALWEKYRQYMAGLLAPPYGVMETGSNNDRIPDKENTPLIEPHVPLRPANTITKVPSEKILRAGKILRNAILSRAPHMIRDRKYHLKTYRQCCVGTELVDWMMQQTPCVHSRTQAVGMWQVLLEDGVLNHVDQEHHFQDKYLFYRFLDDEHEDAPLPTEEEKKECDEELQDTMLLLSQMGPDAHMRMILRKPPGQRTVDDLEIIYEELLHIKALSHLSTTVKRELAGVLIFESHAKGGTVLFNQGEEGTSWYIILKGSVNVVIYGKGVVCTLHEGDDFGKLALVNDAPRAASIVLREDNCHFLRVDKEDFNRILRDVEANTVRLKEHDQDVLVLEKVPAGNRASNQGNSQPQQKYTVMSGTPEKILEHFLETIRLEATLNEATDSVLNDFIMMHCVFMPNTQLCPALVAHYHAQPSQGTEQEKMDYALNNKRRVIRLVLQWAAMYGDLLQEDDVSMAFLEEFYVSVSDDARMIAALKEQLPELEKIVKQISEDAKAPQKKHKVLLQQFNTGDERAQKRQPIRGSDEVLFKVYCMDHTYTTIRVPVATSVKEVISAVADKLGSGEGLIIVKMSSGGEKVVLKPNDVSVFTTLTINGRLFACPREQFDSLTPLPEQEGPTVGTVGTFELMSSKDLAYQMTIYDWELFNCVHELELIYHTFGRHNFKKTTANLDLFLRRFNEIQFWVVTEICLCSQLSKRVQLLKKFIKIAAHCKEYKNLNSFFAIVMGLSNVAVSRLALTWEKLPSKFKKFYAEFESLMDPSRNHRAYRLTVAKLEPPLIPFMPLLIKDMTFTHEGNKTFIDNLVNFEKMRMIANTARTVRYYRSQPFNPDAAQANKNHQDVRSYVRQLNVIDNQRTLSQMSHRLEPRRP
#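 qHTS, titration series. 100 nM EPAC2 / 250 nM Rap1B-BODIPY-GDP / 50 uM GDP; RT; ex 480/em 540 nm, 5-min reads to 30 min. Norm. to 6.5 mM cAMP = activation.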
# ATXN2 expr inh = inhibitors of ATXN2 expression. HEK-293 ATXN2-luciferase reporter, luminescence, 24 h. AID 1745845. 0.72% of 360,000 active. Potency, µM (titrated, usually from 57 µM), inactives show top-dose activity change, negative = inhibition, actives largely listed as inhibitors; further: potency means the concentration at half of the fitted maximal effect; on the % scale 0 is the no-effect control and ±100 the full control effect; nearly all actives have a fitted effect of over 55% in size
#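 ATXN2-luciferase reporter cells (luciferase flanked by upstream and downstream ATXN2 gene portions) were treated 24 h at 37 °C with compounds at up to 57 uM. SteadyGlo luminescence gave expression; GF-AFC fluorescence gave viability.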
# HepG2 tox = counter-screen for TGF-b inhibitors: cytotoxicity in HepG2 cells; HepG2 CAGA-GFP viability, ATP luminescence, 18 h; Potency, µM (top dose mostly 46.1 µM), for inactives: top-dose activity change, negative = cytotoxicity, hits mostly cytotoxic; 0.76% of 410,000 active; AID 588856; further: potency means the concentration at half of the fitted maximal effect; some results filed as inactive show a strong effect at the top dose
#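 HepG2 CAGA-GFP cells (1000/well, DMEM with 1% FBS) received compound, then TGF-beta at 500 pg/mL final, and were incubated 18 hours at 37 degrees C. Viability was read by CellTiter-Glo luminescence. Media-only wells were set as complete cell-killing and DMSO as no toxicity.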
# Nrf2 activator = activators of Nrf2 (ARE) signaling; AREc32 ARE-luciferase reporter (MCF7-derived line), luminescence, 24 h; Potency, µM (doses to about 46.1 µM), for the others: at the top dose activation, most hits filed as activators; 0.31% of 410,000 active; AID 624171; further: potency means the concentration at half of the fitted maximal effect; % of control where 0% means no effect; nearly all actives have a fitted effect of over 65% in size
#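 AREc32 cells carrying an ARE-driven firefly luciferase reporter were seeded at 1000 cells/well in OPTI-MEM with 5% FBS, then exposed to compound for 24 hr at 37 deg C. Luminescence was read with Steady-Glo after 30 min at RT.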
# TGFb SMAD3 inh = blocks TGF-b signaling; 1.2% of 410,000 active; HepG2 CAGA-GFP TGF-b/SMAD3 reporter, GFP fluorescence, 18 h; TGF-beta stimulated, 500 pg/mL final; Potency, µM (series often up to 46.1 µM), without a hit: at the highest dose activity, negative = inhibition, most hits filed as inhibitors; further: potency means the concentration at half of the fitted maximal effect; on the % scale 0 is the no-effect control and ±100 the full control effect; nearly all actives have a fitted effect of over 65% in size
#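 HEPG2 CAGA-GFP reporter cells (1000/well, DMEM with 1% FBS) received compounds, then recombinant TGF-beta at 500 pg/mL final for 18 hours at 37 degrees C. Per-cell GFP summed per well was normalised to unstimulated and stimulated DMSO controls before curve fitting.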
# Active calls of the source: *; i = inactive; u = inconclusive; x = not tested or not shown; & = joins results of further samples; [ ] = dose if it differs, or a comment. Unless noted, the call rests on the fitted dose curve; in most records, active means well fitted curve in the direction sought with a large enough effect; inconclusive means small, poorly fitted or top-dose-only effect, or another doubt; inactive means no such curve, though single readings can be large; an effect the other way counts as inactive or inconclusive. Rows were taken by chance. About 4.3% of those tested had a hit in this group.
SMILES,A549 viability,ATXN viability,IL2 activator,Nrf2 block,EPAC2 agonist,ATXN2 expr inh,HepG2 tox,Nrf2 activator,TGFb SMAD3 inh
COc1ccc2nc(C)cc(N3CCN(c4ccccc4)CC3)c2c1,-24%,i,-1.2,-3%,2%,-36%,-26%,0.2%,u
Cc1cc2nc(/N=C(\N)NC(=O)N3c4ccccc4Sc4ccccc43)nc(C)c2cc1C,-4%&-8%,i,-0.1&1.0,u,-1%&10%,-20%&-15%,9%&-12%,-0.3%&2.4%,14%&0%
CCN(CC)C(=O)Cn1cc(C(=O)C(=O)N2CC=C(c3ccccc3)CC2)c2ccccc21,2%,x,3.7,5%,13%,-9%,-43%,0.3%,17%
CCCn1nc2cc(C(=O)NCCc3ccc(C)cc3)ccc2c1OCC,-4%,i,0.8,2%,7%,6%,-3%,-0.3%,9%
Cc1cc(OC2CCCCC2)nc(NCc2ccccc2)n1,2%,i,-0.7,2%,3%,-6%,19%,-0.4%,4%
CC(C)Cn1c(N)c(C(=O)COC(=O)CC23CC4CC(CC(C4)C2)C3)c(=O)n(C)c1=O,u,u,-0.4,2.1µM*,2%,u,-3%,-0.3%,0%
Cc1ccc(NC(=O)CCn2cccc2)cc1,-5%,i,-0.9,7%,4%,14%,-2%,2.2%,0%
COc1ccc(NC(=O)CSc2nnc(C)s2)cc1S(=O)(=O)N1CCOCC1,11%,i,0.5,9%,7%,1%,0%,0.3%,-5%
Cc1cc2cc3c(cc2nc1SCc1ccccn1)OCCO3,11%,i,-2.0,12%,-1%,23%,12%,2.0%,13%
CCOC(=O)C1(Cc2ccc(Cl)cc2)CCN(C(=O)c2cnc(C)cn2)CC1,1%,i,-4.0,-7%,16%,-14%,-1%,-0.1%,-2%
Cc1ccc(CCSc2ccc(C(C)C)cc2)cn1,-1%,i,-4.5,-27%,-7%,-5%,-25%,12%,-19%
COc1ccc(S(=O)(=O)N2CCOCC2)cc1NC(=O)C1CCCCN1S(=O)(=O)c1ccccc1 (stereo not given),0%,i,0.6,-4%,13%,4%,1%,-0.5%,3%
CS(=O)(=O)c1oc(-c2ccc(F)cc2)nc1S(=O)(=O)c1ccc(Cl)cc1,u,x,x,u,x,x,5µM*,11%,3.2µM*
CCOc1ccc(NS(=O)(=O)c2ccc3[nH]c4c(c3c2)CCCC4)cc1,-16%,u,x,u,x,u,11µM*,0.8%,11µM*
CCC(Cn1nnc2ccccc2c1=O)NC(=O)Nc1cc(Cl)ccc1OC (stereo not given),-1%,i,x,-10%,x,4%,-17%,3.9%,u
Cc1ccccc1CCNC(=O)C1CCN(S(=O)(=O)c2ccc(-n3cnnn3)cc2)CC1,12%,i,-4.9,7%,0%,7%,1%,2.2%,-4%
COc1ccc(NC(=O)c2ccc3c(c2)nnn3C2CCCC2)cc1Cl,6%,i,x,u,x,-2%,-1%,0.2%,1%
CC(C)CC(C(=O)Oc1ccc2c3c(c(=O)oc2c1)CCC3)N1C(=O)c2ccccc2C1=O (stereo not given),-1%,i,-0.2,-25%,2%,1%,-82%,-0.9%,u
Cc1cccc(N2CCN(C3=NC(=O)C(Cc4ccccc4)S3)CC2)c1 (stereo not given),2%,i,-3.5,11%,10%,2%,-4%,2.8%,-25%
CCOc1ccc(NC(=O)C2CCN(S(=O)(=O)c3c(C)n[nH]c3C)CC2)cc1,0%,i,-0.1,-4%,8%,-9%,-1%,-0.9%,-1%
CSc1nsc(SCC(=O)Nc2c(C)n(C)n(-c3ccccc3)c2=O)n1,-7%,i,-1.9,9%,2%,-2%,-21%,-0.9%,-12%
CC1CCCC(n2cnc3cc(C(=O)O)ccc32)C1C (stereo not given),2%,i,-1.1,-9%,-1%,-7%,-5%,-0.3%,-19%
Cc1cc(C(=O)COC(=O)c2ccc(Br)o2)c(C)n1C,-7%,i,0.4,26%,2%,33%,1%,4.0%,19%
CCOC(=O)C(Cc1c(F)cccc1F)(NC(C)=O)C(=O)OCC,14%,i,1.6,17%,-12%,1%,2%,-0.1%,0%
O=C(NN1C(=O)NC2(CCCCC2)C1=O)c1cc(F)cc(F)c1,-2%,i,1.0,1%,-5%,2%,5%,0.1%,-11%
O=C(c1ccccc1)c1ccc(Oc2ncccn2)cc1,-1%,i,-1.7,7%,3%,21%,16%,-0.1%,4%
Cc1ccc(N2C(=O)CN(Cc3sccc3C)C2=S)cc1C,-16%,u,1.7,-15%,3%,3%,-10%,-0.9%,-6%
Cc1cc(C)c2cc(CN(Cc3cccs3)Cc3nnnn3CC3CCCO3)c(=O)[nH]c2c1 (stereo not given),-1%,i,-0.1,-18%,1%,-24%,-8%,-0.7%,-3%
N#Cc1ccc(C(=O)N2CCN(S(=O)(=O)c3ccc(Cl)s3)CC2)cc1,-6%,i,3.2,-22%,11%,-9%,4%,0.3%,20%
O=C(NC(c1ccccc1)c1ccsc1)C1CCN(Cc2ccc(Oc3ccccc3)cc2)CC1 (stereo not given),x,u,0.1,x,8%,-9%,-34%,-0.9%,-10%

# Filtered by structure, those above with an NH in an aromatic ring (3)
SMILES,A549 viability,ATXN viability,IL2 activator,Nrf2 block,EPAC2 agonist,ATXN2 expr inh,HepG2 tox,Nrf2 activator,TGFb SMAD3 inh
CCOc1ccc(NS(=O)(=O)c2ccc3[nH]c4c(c3c2)CCCC4)cc1,-16%,u,x,u,x,u,11µM*,0.8%,11µM*
CCOc1ccc(NC(=O)C2CCN(S(=O)(=O)c3c(C)n[nH]c3C)CC2)cc1,0%,i,-0.1,-4%,8%,-9%,-1%,-0.9%,-1%
Cc1cc(C)c2cc(CN(Cc3cccs3)Cc3nnnn3CC3CCCO3)c(=O)[nH]c2c1 (stereo not given),-1%,i,-0.1,-18%,1%,-24%,-8%,-0.7%,-3%

# (next part)
SMILES,A549 viability,ATXN viability,IL2 activator,Nrf2 block,EPAC2 agonist,ATXN2 expr inh,HepG2 tox,Nrf2 activator,TGFb SMAD3 inh
Cc1ccc(NC(=O)CSc2nn3c(=O)c(C)nnc3s2)cc1Cl,8%,i,1.4,3%,17%,-4%,0%,3.5%,5%
Cc1ccc(NC(=O)COC(=O)CCc2ccc(S(=O)(=O)N3CCOCC3)cc2)cc1F,2%,i,0.4,5%,7%,u,6%,-0.6%,u
N#Cc1ccc(C(=O)NC(=S)N2CCN(C=O)CC2)cc1,2%,i,-0.3,2%,10%,1%,-2%,-0.4%,21%
CCOC(=O)N1CCC(NC(=O)C2CCN(S(=O)(=O)c3ccc4c(c3)oc(=O)n4C)CC2)CC1,2%,i,-2.9,-7%,5%,-15%,-30%,-0.4%,-18%
O=C(COc1ccc(S(=O)(=O)N2CCOCC2)cc1Cl)NC1CC1,0%,i,-3.3,3%,2%,17%,-18%,-0.8%,-16%
COc1ccc2c(c1)c1c(c(=O)n(-c3ccc(C)cc3)c(=O)n1CC(=O)c1ccc(Cl)cc1)n2C,-9%,i,x,u,x,4%,0%,-1.3%,-1%
Cc1ccc(NC(=O)CSc2nnc(CNC(=O)c3c(F)cccc3Cl)o2)cc1,1%,i,-1.0,5%,19%,-2%,-14%,0.1%,-8%
CCN(CC)c1ccc(/C=N/NC(=O)CNC(=O)c2ccc3c(c2)OCCO3)cc1,-13%,i,-0.1,4%,5%,-9%,-2%,2.6%,6%
Cc1ccc(Cl)cc1NC(=S)N(CCCN1CCOCC1)Cc1ccccn1,0%,i,-3.2,-5%,18%,-22%,-16%,0.0%,5%
CCN1C[C@@H]2[C@@H]3C(=O)N(C)C(=O)[C@@H]3[C@](CC)(C1=O)N2C(=O)c1ccc(F)cc1,-5%,i,0.3,11%,8%,2%,2%,-0.6%,-24%
O=C(COC(=O)[C@H](Cc1c[nH]c2ccccc12)NC(=O)c1cccs1)NCc1ccccc1,9%,i,-4.7,8%,14%,-4%,7%,0.4%,5%
Cc1ccc(Cn2c(C)nc3ccc([N+](=O)[O-])cc3c2=O)cc1,-8%,i,-0.2,u,4%,x,-10%,0.4%,-14%
Fc1ccc(CSc2nc3ccccc3[nH]2)cc1,-6%,i,-1.4,u,10%,73%[activator],-33%,2.7%,-20%
COc1ccc(-c2c(C#N)c(SCC(=O)c3cc4ccccc4oc3=O)nc(C)c2C(=O)Nc2ccccc2)cc1,-13%,u,1.7,6.5µM*,1%,-9%,-26%,-0.4%,u
Cn1cccc1C(=O)OCC(=O)Nc1sccc1C#N,5%,i,-5.8,u,4%,53%[activator],7%,17%,12%
O=C(O)c1ccc(N/N=C/C2=Cc3ccccc3OC2)cc1,u,u,-1.5,u,-1%,73%[activator],-20%,9.5%,0%
Cn1c(SCC#N)nc2ccccc2c1=O,-4%&1%,i,-3.9,-6%&6%,17%,6%,-6%&-1%,0.4%,5%&4%
CCn1c(Cn2nnc(-c3ccccc3)n2)nnc1SCC(=O)Nc1cccc(C)c1C,4%,u,-1.2,-14%,6%,-12%,-26%,-0.1%,-9%
CN(C)S(=O)(=O)c1ccc(C(=O)NCC(=O)N/N=C/c2ccccc2)cc1,0%,i,4.6,-3%,2%,-11%,-1%,-0.3%,5%
Cc1ccc(C(=O)OCC(=O)N2CC(=O)Nc3ccccc32)s1,-1%,i,1.1,-1%,-2%,5%,-3%,-0.1%,11%
CCCn1c(SC(C)C(=O)NC2CC2)nnc1-c1ccncc1 (stereo not given),2%,i,3.6,8%,1%,3%,0%,-0.9%,-11%
Cc1ccc(S(=O)(=O)CCC(=O)N(C)C2CCCCC2)cc1,-1%,i,-2.2,21%,-3%,30%,14%,2.1%,2%
COC(=O)c1ccc2c(=O)n(C3CCCCC3)c(SCC#N)nc2c1,-5%,i,-0.1,8%,-11%,-11%,-2%,-0.6%,-4%
COC(=O)c1ccc(N2CCN(C)CC2)c(NC(=O)c2ccc(-c3ccc(Cl)cc3)o2)c1,-4%,i,0.1,10%,0%,1%,-4%,0.0%,-4%

# Bioassay records from PubChem BioAssay.
